Growth percent in the NCI-60 one-dose screen (48 h, 10 µM unless noted): 100 = growth as untreated, 0 = no growth, -100 = all killed.
SNB-75: SNB-75 CNS cancer | 79,000 compounds, 5% hits
SNB-19: SNB-19 CNS cancer cells | AID 1794751 | 81,000 compounds, 2.5% hits
HCC-2998: HCC-2998 colon cancer; 79,000 compounds, 4.7% hits; AID 1794799
SF-539: SF-539 CNS cancer; 81,000 compounds, 6.8% hits; AID 1794752
SF-268: SF-268 CNS cancer cells; 82,000 compounds, 3.1% hits; AID 1794759
SF-295: SF-295 CNS cancer cells; 79,000 compounds, 5.6% hits; AID 1794758
U251: U251 CNS tumor cells; 80,000 compounds, 5.4% hits
HCT-116: HCT-116 colon cancer; 82,000 compounds, 7.3% hits; AID 1794798
KM12: KM12 colon cancer cells; 82,000 compounds, 5% hits
Numbers without * were called inactive; x = no result given; & = joins results of further samples; [ ] = another dose, or the depositor's remark. Rule for the calls: active = growth percent below 10; inactive = the rest.

entry	SMILES	KM12	SF-268	HCC-2998	SNB-75	SNB-19	HCT-116	SF-539	SF-295	U251
1	NC(=S)Nc1ccccc1Cl	105	102	109	97	99	96	98	94	93
2	Cc1ccc2c(c1)C(C)Cc1c(Cl)nc(-c3ccccc3)nc1N2C (centres undefined)	107	106	98	94	97	65	105	104	102
3	COc1ccc(CCNC(=O)/C=C\C(=O)O)cc1OC	104	103	100	74	116	109	97	96	103
4	O=C1CCC(=O)N1N1C(=O)CCC1=O	109&119	119&113	118	93	103&101	103&103	104&105	97&109	99&119
5	Cc1nn(-c2ccccc2)c2ncn(/N=C/c3ccccc3)c(=N)c12	104	104	112	102	89	86	98	98	105
6	COc1ccc2cc(-c3ccnc4c(N=Nc5ccccc5)c(-c5ccccc5)nn34)ccc2c1	98	94	102	93	93	83	91	102	95
7	O=C(CO[N+](=O)[O-])Nc1ccc(C(=O)/C=C/c2ccc(Cl)cc2)cc1	-61*	45	-61*	70	88	-49*	x	105	15
8	O=C1CSC(=Nc2ccc(Cl)cc2Cl)N1	102	95	103	82	104	101	105	99	107
9	Cn1c(=O)c2c(nc(N3CCCCC3)n2C)n(C)c1=O	108	95	119	81	x	99	113	105	99
10	CC(C)n1c(=O)[nH]c(=O)n1C(C)C	110	100	115	96	105	108	99	100	105
11	O=c1c2cc(F)ccc2sc2c(NCCCO)nc3ccccc3c12	71	74	95	77	79	77	75	79	79
12	Cc1cccc(OCC(O)CN2CCN(c3ccccc3)CC2)c1 (centres undefined)	107	93	101	89	101	98	104	102	101

The final two records of the section before open the next one.
entry	SMILES	KM12	SF-268	HCC-2998	SNB-75	SNB-19	HCT-116	SF-539	SF-295	U251
11	O=c1c2cc(F)ccc2sc2c(NCCCO)nc3ccccc3c12	71	74	95	77	79	77	75	79	79
12	Cc1cccc(OCC(O)CN2CCN(c3ccccc3)CC2)c1 (centres undefined)	107	93	101	89	101	98	104	102	101
13	Cc1ccc(Cc2cnc(NC(=O)CN3C(=O)/C(=C\c4ccccc4)SC3=S)s2)cc1	103	101	105	94	100	103	100	101	95
14	COc1ccc(C2CC(=O)Nc3nc(N)sc32)cc1 (centres undefined)	106	104	105	90	95	95	104	101	97
15	N#C/C(=C\c1ccc(N2CCCCC2)cc1)C(=O)Nc1sc2c(c1C#N)CCCC2	104	94	111	98	101	96	94	99	105
16	CN1C(=O)N(C)C2NN3C(=O)C=C(c4ccccc4)SC3=NC21 (centres undefined)	109	110	101	122	100	102	90	110	98
17	O=c1c(-c2nc3ccccc3s2)cc2c(n1NS(=O)(=O)c1ccccc1)CCCCCC2	97	94	104	83	97	99	103	102	101
18	O=C(Nc1cc(Nc2ncccc2-c2ncnc3nc[nH]c23)ccc1F)c1cc(C(F)(F)F)cc(C(F)(F)F)c1	-56*	22	-83*	-40*	14	-43*	-56*	-53*	-12*
19	O=C1N=c2cc3c(cc2=C/C1=C/c1sc(=S)n(Cc2ccco2)c1O)OCO3	86	72	98	33	86	50	96	95	76
20	CCCCCCCCCCCC(O)C(C)(C)C (centres undefined)	116	112	108	100	108	114	114	104	110
21	O=S(=O)(Nc1ccc2ccccc2c1)N1CCCCC1	40	61	45	52	90	55	70	64	57
22	CCC(CC)C(=O)OC(C)COc1ccccc1 (centres undefined)	102	101	108	102	107	89	106	105	94
23	Cc1cc(C)c(S(=O)(=O)O)c(C)c1Nc1ccc(Nc2c(C)cc(C)c(S(=O)(=O)O)c2C)c2c1C(=O)c1ccccc1C2=O	116	98	109	89	96	106	89	120	105
24	COc1cc(CCC(=O)O)on1	110	115	123	94	102	115	97	114	112

Entries shown so far with a COOH group, in the order listed:
entry	SMILES	KM12	SF-268	HCC-2998	SNB-75	SNB-19	HCT-116	SF-539	SF-295	U251
3	COc1ccc(CCNC(=O)/C=C\C(=O)O)cc1OC	104	103	100	74	116	109	97	96	103
24	COc1cc(CCC(=O)O)on1	110	115	123	94	102	115	97	114	112

Rewritten screen by screen: 3 of the compounds above.
(14) COc1ccc(C2CC(=O)Nc3nc(N)sc32)cc1 (centres undefined)
(15) N#C/C(=C\c1ccc(N2CCCCC2)cc1)C(=O)Nc1sc2c(c1C#N)CCCC2
(16) CN1C(=O)N(C)C2NN3C(=O)C=C(c4ccccc4)SC3=NC21 (centres undefined)
assay / entry | 14 | 15 | 16
KM12 | 106 | 104 | 109
SF-268 | 104 | 94 | 110
HCC-2998 | 105 | 111 | 101
SNB-75 | 90 | 98 | 122
SNB-19 | 95 | 101 | 100
HCT-116 | 95 | 96 | 102
SF-539 | 104 | 94 | 90
SF-295 | 101 | 99 | 110
U251 | 97 | 105 | 98

The listing continues.
entry	SMILES	KM12	SF-268	HCC-2998	SNB-75	SNB-19	HCT-116	SF-539	SF-295	U251
25	COc1ccc(-c2cc3c(nn2)-c2ccccc2C3=O)cc1	37	39	35	-4.8*	79	32	82	-41*	-3.5*
26	Cn1c(=O)c2c(nc(NC3=NS(=O)(=O)c4ccccc43)n2CC(=O)N2CCc3ccccc32)n(C)c1=O	107	97	97	95	101	98	98	105	101
27	C/C=C/CCC(C)=O	102	101	100	74	100	99	93	108	90
28	O=C(O)CCC(C(=O)O)N1C(=O)/C(=C/C(Cl)=C/c2ccccc2)SC1=S (centres undefined)	103	100	103	80	96	103	91	99	103
29	Clc1ccc(Cn2cc(-c3nc4ccc(Br)nc4n3Cc3ccc(Cl)cc3)c3cccnc32)cc1	96	89	97	64	89	84	86	84	95
30	Fc1cc(-c2nnc3sc(COc4ccc(Cl)cc4Cl)nn23)c(Cl)cc1Cl	98	106	121	92	97	92	101	98	91
31	CCCCCCC(C)[N+](=O)[O-] (centres undefined)	95	101	100	93	99	102	100	97	102
32	O=C1c2ccccc2C(=O)N1CNc1ccc(Cl)cc1	62	80	98	91	103	69	90	91	92
33	CS(=O)(=O)c1ccc(-c2nc3ccccn3c2/C=N/NC(N)=O)cc1	102	100	97	100	101	103	103	105	104
34	FC(F)(F)c1ccc(-c2cnc(Cl)nc2NCCCC(F)(F)C(F)(F)C(F)(F)C(F)(F)C(F)(F)C(F)(F)C(F)(F)C(F)(F)F)cc1	102	104	113	84	105	99	x	86	93
35	NS(=O)(=O)c1ccc(NCc2nc(NC(Cc3ccccc3)C(=O)O)c3ccccc3n2)cc1 (centres undefined)	100	106	133	80	95	96	101	95	100
36	CCOC(=O)c1ccncc1	105	101	105	108	111	107	108	96	104
37	CCN(CC)c1nc(SCC(=O)Nc2nc3ccc(C)cc3s2)nc(-c2ccccc2)c1C#N	104	88	110	86	90	83	89	93	88
38	CCOc1ccccc1/C=C1\NC(=O)NC1=O	104	100	95	90	99	99	107	103	93
39	O=C(C1CCCCC1)[C@@H]1[C@]2(C(=O)NC3CCCCC32)[C@@H]2CCCN2[C@@]12C(=O)NC1CCC(Cl)CC12 (some centres undefined)	-86*[100 µM]	-77*[100 µM]	-85*[100 µM]	-69*[100 µM]	-93*[100 µM]	-91*[100 µM]	-93*[100 µM]	-92*[100 µM]	-91*[100 µM]
40	OC(c1ccc(F)c(C(F)(F)F)c1)c1cnccc1NC1CCCCC1 (centres undefined)	71	80	-51*	69	83	36	85	74	63
41	O=C(O)C(c1ccccc1)c1ccccc1O (centres undefined)	103	106	110	98	110	101	105	103	89
42	CSc1ccc(C(=O)C[n+]2cccc(C)c2)cc1	100	99	115	91	98	101	100	98	101
43	Nc1c(C(=O)Nc2ccccc2F)sc2nc3c(cc12)CCC3	104	110	126	79	101	108	98	112	101
44	C/C(=N/O)c1ccc(C)s1	104	103	111	105	90	108	99	118	104
45	NC(N)=N/N=C/c1ccccc1S(=O)(=O)O	99	103	87	91	106	92	108	99	110
46	CCC1=C(c2ccc(OC)cc2)C(C)Oc2cc(OC(C)=O)ccc21 (centres undefined)	78	87	107	72	89	74	84	99	-0.2*
47	O=C1Nc2cc(Cl)ccc2Oc2cc(Cl)ccc21	102	93	100	66	96	72	94	94	102
48	CCCCCCCCCCCCCCCCCCOC(C)=O	105	93	76	100	108	83	93	98	100
49	O=c1[nH][nH]c(=O)c2nc3ccccc3nc12	94	92	91	118	113	105	95	111	101
50	COC1OC2COC(c3ccccc3)OC2C(O)C1NC(=O)c1ccccc1 (centres undefined)	103	94	x	88	105	96	97	108	98
51	CC(=O)N(CC(O)CO)c1c(I)c(C(=O)NCCO)c(I)c(C(=O)NCC(O)CO)c1I (centres undefined)	103	105	x	96	106	97	100	118	100
52	[O-][n+]1onc(-c2ccc(F)cc2)c1Nc1ccccc1Br	99	86	111	79	84	94	88	98	101
53	COc1ccc(-c2nc3ccc(-c4nnc(SCC(=O)Nc5ccc(Cl)cc5)o4)cc3[nH]2)cc1OC	57	70	102	99	104	69	57	93	93
54	COc1cc2c(cc1OC)-c1c(oc3c4c(ccc3c1=O)OC(C)(C)C=C4)CO2	77	79	82	76	76	40	84	52	89
55	COc1ccc(C2=NN(C=O)C(c3sc(Cl)nc3Cl)C2)cc1 (centres undefined)	109	102	87	89	95	95	116	91	98
56	Nc1nc(OCc2ccccc2)c2[nH]cnc2n1	112	109	104	8.7*	104	95	90	97	100
57	Cc1ccc(-c2nn(-c3ccccc3)cc2/C=C/C(=O)c2cc3ccccc3oc2=O)cc1	103	92	112	x	96	72	83	73	87
58	O=C(/C=C\c1ccc(C(=O)Nc2ccc(C3=NCCN3)cc2)cc1)Nc1ccc(C2=NCCN2)cc1	98	103	115	125	113	102	122	126	110
59	COc1ccc(-c2nc(N3N=C(c4ccc(N5CCOCC5)cc4)CC3c3ccc(OC)c(OC)c3)nc(N3CCOCC3)c2C#N)cc1 (centres undefined)	107	103	109	95	92	101	102	94	100
60	O=C1CC(Cl)C(=O)N1c1ccccc1 (centres undefined)	104&102	94&105	106&104	96	96&115	94&106	100&104	109&107	98&98
61	Clc1cncc(Nc2ncnc3ccc(-c4cccc(-c5nn[nH]n5)c4)cc23)c1	93	93	95	85	109	111	104	96	99
62	O=S(=O)(c1cc(Br)ccc1O)c1cc(Br)ccc1O	85	86	101	89	93	83	90	87	82
63	Cc1nccc2c3ccc(OCc4cn(-c5ccccc5)nn4)cc3n(CCCc3ccccc3)c12	78	88	102	74	79	54	78	75	77
64	O=C(COCc1c(-c2ccccc2)no[n+]1[O-])Nc1ccc(C(=O)/C=C/c2ccc3c(c2)OCO3)cc1	104	98	102	120	97	73	x	103	107
65	NC(=O)N/N=C/C=C/c1ccccc1	105	104	109	87	106	101	96	103	100
66	Cc1ccc(N2CCN(C3=C(Cl)C(=O)c4ncccc4C3=O)CC2)cc1	80	80	104	99	70	-78*	87	97	72
67	CCOc1ccc(NC(C)=O)cc1	98&109	99&104	107&102	94&116	106&107	98&114	93&107	102&96	97&96
68	O=[N+]([O-])c1cccc(-c2nc3sccn3c2-c2ccnc(NCCCNS(=O)(=O)c3ccc(Cl)cc3)n2)c1	39	70	116	x	84	53	85	37	88
69	COc1cc(/C(C#N)=C/c2nc3c(N4CCOCC4)nc(Cl)nc3n2C)cc(OC)c1OC	1.1*	17	7.2*	-9.9*	18	4.8*	-24*	-15*	8.7*
70	Cc1cc(N2CCN(C(C(=O)O)c3ccc(F)cc3)CC2)n(-c2ccccc2)n1 (centres undefined)	102	94	110	x	100	102	99	94	103
71	CC(C)CSc1nc(NCCO)c(C#N)c(-c2ccc(F)cc2)n1	93	92	98	90	110	90	101	95	99
72	COc1ccc(-c2[nH]c(=S)nc3c2c(N)nn3-c2ccccc2)cc1	103	102	106	83	90	101	94	94	93

Two compounds from above, reduced to KM12 and HCC-2998.
no.	SMILES	KM12	HCC-2998
61	Clc1cncc(Nc2ncnc3ccc(-c4cccc(-c5nn[nH]n5)c4)cc23)c1	93	95
64	O=C(COCc1c(-c2ccccc2)no[n+]1[O-])Nc1ccc(C(=O)/C=C/c2ccc3c(c2)OCO3)cc1	104	102

(next part)
entry	SMILES	KM12	SF-268	HCC-2998	SNB-75	SNB-19	HCT-116	SF-539	SF-295	U251
73	C=C1C(=O)O[C@@H]2[C@H]3[C@H](COC(C)=O)[C@@H](OC(C)=O)C[C@H]3C(=C)[C@@H](O)C[C@@H]12	100	97	109	75	94	76	103	103	90
74	O=C(Nc1ccc2c(ccn2Cc2ccccn2)c1)c1cnccn1	100	84	115	58	102	100	96	98	105
75	CCNC(=O)Oc1ccc(/C(=C(\C)c2ccccc2)c2ccc(OCCN3CCCCC3)cc2)cc1	51	68	85	85	79	40	24	30	49
76	CCOc1c(C#N)c(Nc2ccc(S(N)(=O)=O)cc2)c(C#N)c2nc(=S)ncn12	105	101	104	109	98	105	101	102	104
77	COc1ccc2[nH]c(=O)c3c(c2c1)OC(N)=C(C#N)C31C(=O)c2cccc3cccc1c23 (centres undefined)	98	101	110	90	98	103	98	101	99
78	COc1ccc(-c2c(NC(C)=O)noc2-c2cc(OC)c3c(c2)OCCO3)cc1	104	109	103	77	104	97	94	x	100
79	C#CCSc1nc2sc3c(c2c(=O)n1N)CCN(C(=O)OCC)C3	103	94	104	94	96	97	101	102	99
80	Cc1c2ccccc2nc(CSC#N)[n+]1[O-]	83	102	x	92	98	99	96	103	96
81	C=C(C=O)[C@@H]1CC[C@]2(C)[C@H](CC=C3[C@H]4[C@@H](C)[C@H](C)CC[C@]4(C(=O)OC)CC[C@]32C)[C@@]1(C)CCC#N	-4.3*	20	-49*	68	25	-58*	-61*	7.5*	5.6*
82	O=C(O)CSc1ccc([N+](=O)[O-])c(SCC(=O)O)n1	107	102	112	89	100	95	103	104	101
83	CC1SC(c2ccc(C(F)(F)F)cc2)N(Nc2ccccc2)C1=O (centres undefined)	90	99	99	96	92	94	104	97	94
84	C=Cc1nnnn1C12CC3CC(CC(C3)C1)C2	104	107	99	109	105	99	119	109	102
85	CCCCOC(=O)c1c(C)[nH]c(/C=C2\N=C(c3ccc[nH]3)C=C2OC)c1C	-5.8*	20	-28*	-20*	27	-76*	-36*	-62*	1.3*
86	O=[N+]([O-])c1cc(Cl)c2[nH]c3c(Cl)cc([N+](=O)[O-])cc3c2c1	x	13	35	x	16	2.1*	24	-35*	-23*
87	O=C(O)c1ccc(-n2cc(/C=N/Nc3ccccc3F)c(-c3ccc(O)cc3)n2)cc1	58	79	86	83	95	71	86	81	87
